Screening data (PubChem BioAssay)
AT treatment = potential ataxia-telangiectasia treatments restoring KAP-1 phosphorylation. […] A-T fibroblasts, KAP-1 phosphorylation AlphaLISA; neocarzinostatin DNA damage 30 min before lysis. Potency, µM (series often up to 57.5 µM), for inactives: top-dose activation, hits mostly activators. hit rate 0.19% among 320,000. AID 485349; also: potency is read from the fitted curve at half-maximal effect; % of control where 0% means no effect; nearly all actives have a fitted effect of over 45% in size
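hTERT-immortalized A-T patient fibroblasts ([…]), 500 cells/well in OPTI-MEM, 1% FBS, got compounds for 60 min, then NCS for 30 min at 37C. Lysates were then assayed for phospho-KAP-1 by AlphaLISA (anti-pKAP1 donor, anti-KAP1 acceptor beads), 6 hr at 25C.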
Giardia kill = kills Giardia lamblia | Giardia lamblia trophozoite viability | activity change, % at 7.66 µM, hits read low | hit rate 0.15% among 340,000 | AID 540267; in the data active = activity change below about -80%; inconclusive = between about -30% and that limit;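 also: parasites exposed to compound for two days anaerobically before the ATP read; % is scaled to controls: 0 for no effect and ±100 for the full control effect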
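Luminescent ATP signal served as the viability read-out, measured 15-30 min after adding ATP detection reagent to trophozoites that had been incubated with compounds for 48 hrs at 37 deg C anaerobically at 100 cells/well.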
TCR activator = activates T cell receptor signaling; Potency, µM (series often up to 9.22 µM), for the others: at the top dose activation of IL-2 secretion, actives largely listed as activators; 330,000 tested, under 10 active; primary human leukocytes, anti-CD3, IL-2 HTRF, 48 h; also: % of control where 0% means no effect
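Compounds are tested in HTS on primary human leukocytes co-incubated with a-CD3 beads for 48 hr. IL-2 output is measured by time-resolved FRET.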
Tb PFK inh = inhibitors of T. brucei phosphofructokinase. O15648. hit rate 0.17% among 330,000. T. brucei PFK, ADP-Glo luminescence. AID 485367. Potency, µM (titrated, usually from 57.5 µM), inactives show at the highest dose activity, negative = inhibition, hits mostly inhibitors;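 also: potency is read from the fitted curve at half-maximal effect; 0% = uninhibited 1x PFK enzyme wells and -100% = no-enzyme wells; nearly all actives have a fitted effect of over 60% in size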
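Activity is normalized to no-enzyme wells (full inhibition) and 1.25 nM enzyme wells (no inhibition). Reaction: 0.5 mM F6P, 0.1 mM ATP, 45 min RT, ADP-Glo luminescence; concentration-response curves fitted and classed by quality.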
hERG WT inh = inhibitors of human wildtype KCNH2 potassium channel | hit rate 0.37% among 340,000 | activity change, % at 1.84 µM | U2OS, BacMam KCNH2, thallium flux FluxOr; hits give low values | Q12809 | AID 720551;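 active = maximum activity change below -70%; inconclusive = maximum activity change between -70% and -50%; inactive = maximum activity change above -50%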; also: % is scaled to controls: 0 for no effect and ±100 for the full control effect
Target sequence (Q12809 whole entry, looked up): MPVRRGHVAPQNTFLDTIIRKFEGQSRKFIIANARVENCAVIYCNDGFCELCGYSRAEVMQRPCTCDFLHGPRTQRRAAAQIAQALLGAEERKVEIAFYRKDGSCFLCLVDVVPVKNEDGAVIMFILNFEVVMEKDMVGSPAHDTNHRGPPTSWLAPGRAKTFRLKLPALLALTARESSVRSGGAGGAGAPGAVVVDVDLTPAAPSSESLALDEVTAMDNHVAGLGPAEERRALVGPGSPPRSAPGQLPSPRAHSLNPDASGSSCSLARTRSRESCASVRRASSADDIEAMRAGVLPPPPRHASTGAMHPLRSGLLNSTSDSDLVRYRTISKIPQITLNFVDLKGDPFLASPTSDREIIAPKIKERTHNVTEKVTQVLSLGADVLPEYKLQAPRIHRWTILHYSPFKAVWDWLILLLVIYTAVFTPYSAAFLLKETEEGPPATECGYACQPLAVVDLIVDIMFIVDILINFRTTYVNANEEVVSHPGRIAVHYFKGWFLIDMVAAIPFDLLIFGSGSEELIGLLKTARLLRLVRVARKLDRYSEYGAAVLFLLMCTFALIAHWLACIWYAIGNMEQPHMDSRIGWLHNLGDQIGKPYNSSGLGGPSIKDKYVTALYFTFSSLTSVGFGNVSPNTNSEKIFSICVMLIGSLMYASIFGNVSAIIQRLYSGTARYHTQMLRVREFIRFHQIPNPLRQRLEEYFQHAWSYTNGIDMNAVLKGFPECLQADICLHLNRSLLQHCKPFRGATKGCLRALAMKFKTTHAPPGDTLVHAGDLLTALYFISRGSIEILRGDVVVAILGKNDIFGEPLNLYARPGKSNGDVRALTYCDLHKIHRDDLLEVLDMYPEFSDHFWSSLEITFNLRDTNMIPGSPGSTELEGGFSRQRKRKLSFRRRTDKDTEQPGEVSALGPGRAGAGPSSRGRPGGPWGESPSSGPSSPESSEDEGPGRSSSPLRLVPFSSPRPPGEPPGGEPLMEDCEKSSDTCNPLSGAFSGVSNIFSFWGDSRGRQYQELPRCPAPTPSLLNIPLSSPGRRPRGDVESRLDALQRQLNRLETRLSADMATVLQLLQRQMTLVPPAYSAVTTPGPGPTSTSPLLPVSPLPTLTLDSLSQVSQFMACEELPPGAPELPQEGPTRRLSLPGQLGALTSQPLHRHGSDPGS
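U2OS cells were transduced with wild-type KCNH2 virus (2.03 x 10^8 / mL) for 4 h at room temperature, then cultured overnight at 37 C. Thallium flux was read with FluxOr dye. Rate constants were normalized to DMSO controls.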
Coupling enz = counter-screen for Giardia aldolase inhibitors: coupling enzyme system. coupling enzyme system counterscreen, AmpLite Red fluorescence. activity change, negative = inhibition, % at 58.2 µM, hits read low. hit rate 0.67% among 290,000. AID 2472; in the data active = activity change below about -30%; also: % is scaled to controls: 0 for no effect and ±100 for the full control effect
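First, compound is pin-transferred into glyceraldehyde-3-phosphate coupling-enzyme reagent at 57.5 uM final and held 10 min at RT. Next, substrate, coupling system and AmpLite Red are added. After 20 min RT, fluorescence (525/598 nm) is read.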
MLL CXXC-DNA inh = MLL CXXC-DNA interaction inhibition; Q03164; MLL-CXXC / FITC-HOXA9 DNA fluorescence polarization; Potency, µM (top dose mostly 115 µM), for inactives: at the highest dose activity change, negative = inhibition, most hits filed as inhibitors; hit rate 0.037% among 290,000; AID 2662; active = well fitted inhibition curve with a large enough effect in the polarisation, with a control signal flat, not every such curve was filed as active; inconclusive = small, poorly fitted or top-dose-only effect, or effect the other way, or a change in a side signal; inactive = no such curve, though single readings can be large or run the other way; the % refers to the polarisation; also: potency is read from the fitted curve at half-maximal effect
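Steps: dispense CXXC domain solution (7 uM) → pin compounds or unlabeled HOX-A9 DNA control → 5 min ambient → add FLSN-HOX-A9 solution (50 nM) → spin → 30 min ambient → fluorescence polarization. Tris pH 7.5/NaCl/DTT/BSA buffer.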
TSHR antagonist = human thyrotropin receptor antagonism; TSHR-expressing cells, TSH-stimulated cAMP HTRF, 2 h; hits give low values; activity change, negative = inhibition, % at 11.5 µM; hit rate 0.2% among 330,000; AID 504810;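 active = activity change below a set negative limit, meaning inhibition stronger than a set level, cut at about -70% in these data; inconclusive = activity change between two set negative limits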; also: % is scaled to controls: 0 for no effect and ±100 for the full control effect
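TSHR-expressing cells were treated with compounds, then stimulated with TSH at EC80 (4nM final) for 2 hours at 37 deg C. Cellular cAMP was measured by HTRF competition between lysate cAMP and cAMP-d2 for a cryptate-labelled anti-cAMP antibody.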
GALK inh = inhibitors of human galactokinase; Purified GALK, Kinase-Glo residual ATP luminescence; Potency, µM (highest dose often 57.5 µM), without a hit: at the top dose activity change, negative = inhibition, hits mostly inhibitors; hit rate 0.007% among 270,000; also: potency is read from the fitted curve at half-maximal effect; % is scaled to controls: 0 for no effect and ±100 for the full control effect
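Quantitative HTS: GALK 5 nM, ATP 35 uM, galactose 100 uM, 1 h room temperature, then luciferase-based ATP detection.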
BCR signal inh = inhibitors of chronic active B-cell receptor signaling; hit rate 0.05% among 340,000; ABC-DLBCL IkBa-CBG/CBR reporter, luminescence ratio, 4 h; AID 493014; Potency, µM (top dose mostly 46.1 µM), without a hit: at the highest dose ratio change, negative = lower green/red ratio, actives largely listed as inhibitors; active = well fitted inhibition curve with a large enough effect in the signal ratio, with a control signal flat, not every such curve was filed as active; inconclusive = small, poorly fitted or top-dose-only effect, or effect the other way, or a change in a side signal; the % refers to the signal ratio;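 also: potency is read from the fitted curve at half-maximal effect; plate controls were basal doxycycline-induced cells for no effect and cells given 10 µM MG132 for full effect; MG132 reads +100%, hits lower the ratio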
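Doxycycline induced both beetle luciferases in TMD8 lymphoma cells; IKK-driven degradation limits the IkappaBalpha-fused green signal, while red luminescence normalises for cell number and nonspecific effects. Compounds tested up to 46 uM, 4 hrs.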
* hit, by the source's call; u = inconclusive; x = no result given; & = joins results of further samples; [ ] = another dose, or the depositor's remark. Unless noted, calls follow the shape of the dose curve; as a rule, active = well fitted curve in the direction sought with a large enough effect; inconclusive = small, poorly fitted or top-dose-only effect, or another doubt; inactive = no such curve, though single readings can be large; an effect the other way counts as inactive or inconclusive.

# | canonical_smiles | AT treatment | Giardia kill | TCR activator | Tb PFK inh | hERG WT inh
1 | COc1ccc(C(=O)N/N=C/c2ccc(OC(=O)c3cccs3)cc2)cc1 | -2% | 6 | 3%[46.1 µM] | 0% | -12
2 | CC1(C)CC(=O)C=C(NNC(=O)C2CCCCC2)C1 | -4% | 3 | 10%[46.1 µM] | 7% | 12
3 | O=C(CSc1nc2ccccc2o1)NCC1CCCO1 (stereo not given) | 8% | -11 | -1% | -4% | -1
4 | COc1ccc(NC(=O)CSc2nc3c(sc4ccccc43)c(=O)n2CCCN2CCCC2)cc1 | -7% | 5 | -4% | 3% | 12
5 | COc1ccccc1C(=O)NNC(=O)c1ccc(C)cc1 | 0% | -25 | x | 14% | -3
6 | CCOC(=O)Cc1nnc(NC(=O)COc2ccc(F)cc2)s1 | 1% | -16 | 2% | -1% | 6
7 | Cc1ccc(S(=O)(=O)N2CCN(C(=O)/C=C/c3ccco3)CC2)cc1 | 16% | 5 | -2%[46.1 µM] | -27% | 7
8 | COC(=O)c1ccc(C23CC4(C2)[C@H](CN(CC2CCCCC2)[C@@H]4c2ccccc2)C3c2ccccc2)cc1 (stereo not given in full) | -3% | -3 | -1% | -8% | -1
9 | Cn1nnc(NC(=S)NC(=O)c2cc(Cl)ccc2Cl)n1 | -2% | -17 | 3% | 4% | -13
10 | COC(CNC(=O)C1CCN(C(=O)c2cc3oc(C)cc3n2Cc2c(F)cccc2Cl)CC1)OC | -2% | 7 | 4% | 0% | -4

# | Coupling enz | MLL CXXC-DNA inh | TSHR antagonist | GALK inh | BCR signal inh
1 | -4 | 102%[activator] | 4 | -1% | -5%
2 | -5 | 8% | 2 | 1% | -2%
3 | x | x | -4 | x | u
4 | x | 18% | -3 | -2% | -23%
5 | 2 | 4% | 21 | -5% | u
6 | 0 | -6% | -9 | 0% | 2%
7 | 2 | -6% | 6 | -1% | -1%
8 | -1&0 | 17% | 3 | 0% | 0%
9 | x | -15% | 22 | -8% | u
10 | -1 | 9% | 1 | 2% | -1%

Exported as labelled records: two of the compounds above.
[6] CCOC(=O)Cc1nnc(NC(=O)COc2ccc(F)cc2)s1
  AT treatment: 1% | Giardia kill: -16 | TCR activator: 2% | Tb PFK inh: -1% | hERG WT inh: 6 | Coupling enz: 0 | MLL CXXC-DNA inh: -6% | TSHR antagonist: -9 | GALK inh: 0% | BCR signal inh: 2%

[7] Cc1ccc(S(=O)(=O)N2CCN(C(=O)/C=C/c3ccco3)CC2)cc1
  AT treatment: 16% | Giardia kill: 5 | TCR activator: -2%[46.1 µM] | Tb PFK inh: -27% | hERG WT inh: 7 | Coupling enz: 2 | MLL CXXC-DNA inh: -6% | TSHR antagonist: 6 | GALK inh: -1% | BCR signal inh: -1%

Continued:
# | canonical_smiles | AT treatment | Giardia kill | TCR activator | Tb PFK inh | hERG WT inh
11 | CN(Cc1ccccc1F)C(=O)CN1CCN(S(=O)(=O)c2ccc3c(c2)OCCCO3)CC1 | -8% | 2 | x | -5% | -1
12 | Cc1cc(C)cc(N(CC(=O)NC2CCC(C)CC2)S(=O)(=O)c2c(C)[nH]c(=O)[nH]c2=O)c1 (stereo not given) | -3% | -6 | 2% | 1% | 1
13 | COc1ccc(NC(=O)NCCN2CCN(c3cc(OC)ccc3OC)CC2)cc1 | -4% | -8 | -19% | 1% | -4
14 | CCc1ccc(/C=C/C(=O)c2ccc(N3CCOCC3)cc2)cc1 | 3% | -12 | -5%[46.1 µM] | -7% | 1
15 | CCC(C(=O)Nc1nccs1)(C(F)(F)F)C(F)(F)F | -1% | -6 | x | -7% | 2
16 | COCCOC(=O)C1=C(C)NC(=S)NC1c1cccs1 (stereo not given) | 0%[11.5 µM] | 1 | 1% | -1% | 1
17 | CCn1c(SCC(=O)c2cc(C)n(-c3ccc(C(=O)OC)cc3)c2C)nnc1-c1cccnc1 | 3% | -2 | 6% | 3% | 7
18 | CCOc1ccc(NC(=O)CSc2nnc(CNC(=O)c3cccs3)o2)cc1 | 1% | 18 | -2% | 1% | -1
19 | CCC(=O)Nc1ccc2ccccc2c1 | -5% | 3 | 2%[46.1 µM] | 0% | 4
20 | CCc1nn(C(C)C(=O)N(C)Cc2ccccc2)c(=O)c2cc3occc3n12 (stereo not given) | 7% | -15 | -3% | 6% | -9

# | Coupling enz | MLL CXXC-DNA inh | TSHR antagonist | GALK inh | BCR signal inh
11 | x | x | 2 | x | 3%
12 | 8 | 3% | 3 | 5% | 1%
13 | -2 | 1% | 14 | -1% | -3%
14 | -1 | -1% | -22 | -1% | -5%
15 | 0 | -7% | -12 | -5% | 1%
16 | -1 | -2% | -8 | -1% | u
17 | -25 | 5% | -14 | -2% | u
18 | x | -9% | 3 | -2% | 0%
19 | -1 | 0% | 5 | 0% | -9%
20 | 1 | -8% | 11 | -8% | -2%

The listing continues.
# | canonical_smiles | AT treatment | Giardia kill | TCR activator | Tb PFK inh | hERG WT inh
21 | CN1CCN(c2nc(N3CCN(CCO)CC3)nc3ccccc23)CC1 | 6% | 10 | -4% | 3% | -15
22 | CC(NC(=O)COc1ccc(-c2ccccc2)cc1)C1CCCO1 (stereo not given) | 9% | -8 | 3% | 0% | 13
23 | COc1cccc(NC(=O)CN(C)C(=O)c2ccccc2OCc2c(C)noc2C)c1 | -10% | 17 | -2% | -1% | -2
24 | CC(C)(C)c1ccccc1NC(=O)c1ccc(-n2cncn2)c([N+](=O)[O-])c1 | -1% | u | -2% | -4% | -3
25 | CCOc1cnn(-c2cc(Oc3ccc(C)cc3)ncn2)c(=O)c1Cl | x | -10 | 4% | -2% | -9
26 | CCOc1ccccc1Nc1nc2ccccc2n1C(C)C | 2% | -8 | 6% | 1% | 6
27 | CN1CCCC(OC(=O)c2ccccc2Br)C1 (stereo not given) | 2% | -7 | x | 0% | 2
28 | CN(C(=O)c1ccc(NC(=O)Cc2cccc(NC(=O)C3CCCN(C(=O)C4CCCC4)C3)c2)cc1)C1CCCC1 (stereo not given) | 18% | -11 | -3% | -5% | x
29 | CCCc1ccc(NC(C)C(=O)Nc2ccc(S(=O)(=O)N3CCOCC3)cc2)cc1 (stereo not given) | -2% | 17 | -2% | -1% | 1
30 | Cc1cnccc1CN(C)C(=O)CC1C(=O)NCCN1CC1CCCCC1 (stereo not given) | 1% | 3 | 5% | 2% | 1

# | Coupling enz | MLL CXXC-DNA inh | TSHR antagonist | GALK inh | BCR signal inh
21 | -2 | 10% | -7 | 0% | -3%
22 | x | 20% | 12 | 3% | -1%
23 | x | x | 3 | x | -6%
24 | x | x | 5 | x | 8%
25 | 4 | -6% | -11 | 2% | -6%
26 | 1 | -8% | -9 | -1% | 4%
27 | 1 | -8% | 5 | 0% | 1%
28 | x | x | -1 | x | 4%
29 | x | x | -10 | x | 3%
30 | 0 | -14% | -11 | 0% | 9%

(next part)
# | canonical_smiles | AT treatment | Giardia kill | TCR activator | Tb PFK inh | hERG WT inh
31 | CCc1ccc2c(Cl)c(C(=O)N/N=C/c3c[nH]c4ccccc34)sc2c1 | 0% | -10 | 6% | -3% | 0
32 | CN(C)CCn1c(=O)n(-c2ccc(F)cc2)c(=O)c2c3c(sc21)CCCCC3 | 8% | -4 | 5% | 0% | 11
33 | COc1ccc(OCc2cc(-c3ccc(Cl)cc3)no2)cc1 | 7% | 2 | 0% | -6% | -21
34 | COc1ccc(C2(CNC(=O)c3cc([N+](=O)[O-])cc([N+](=O)[O-])c3)CCCC2)cc1OC | 5% | -5 | -2%[46.1 µM] | 7% | 0
35 | Cc1ncc([N+](=O)[O-])n1S(=O)(=O)c1cc(Cl)ccc1Cl | 5% | 1 | x | 15% | 1
36 | Cc1cccn2c(=O)c(/C=C(\C#N)S(=O)(=O)c3ccccc3)c(N3CCN(Cc4ccccc4)CC3)nc12 | -5% | 6 | 4% | 0% | 20
37 | O=C(O)c1ccc2c(=O)n3c(nc2c1)/C(=C/c1cccc(O)c1)CC3 | -11% | -9 | 5% | 20% | u
38 | O=C(c1ccc(Br)s1)N1CCN(C/C=C/c2ccccc2)CC1 | 0% | 12 | 2% | -6% | -10
39 | O=c1ccc(S(=O)(=O)N2CCCC2)cn1Cc1nc(-c2ccc(F)cc2)no1 | 0% | -22 | 4% | 0% | -16
40 | N=Nc1c(O)n(CC(=O)Nc2ccccc2)c2ccccc12 | -27% | -26 | x | -1% | 9

# | Coupling enz | MLL CXXC-DNA inh | TSHR antagonist | GALK inh | BCR signal inh
31 | -2 | 40%[activator] | 13 | -5% | u
32 | 7 | 0% | 14 | -1% | 4%
33 | -1 | 3% | -15 | 0% | u
34 | -7 | 4% | -4 | 0% | u
35 | 0 | -3% | 0 | -2% | 2%
36 | x | 9% | -18 | -3% | 2%
37 | -2 | 1% | 0 | -6% | -4%
38 | 0 | 6% | -7 | -3% | 1%
39 | x | x | -11 | x | 5%
40 | 1 | -6% | -1 | 7% | -14%
